From PubChem BioAssay
Tcruzi prolif = blocks T. cruzi growth in NIH3T3 culture | inhibition, % at 8.34 µM | T. cruzi beta-gal in NIH3T3, GalScreen luminescence, 90 h | actives 5.9% (n = 77,000);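 active means mean inhibition above about 93%, with at least 55% of replicates each passing it, limit read from the data, passing the limit was not always enough; inconclusive means only one of those two conditions holds; inactive means neither condition holds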
GASC1 inh = inhibitors of human demethylase GASC-1 KDM4C | Q9H3R0 | GST-KDM4C 2-372, H3K9me3 peptide, LANCE TR-FRET | inhibition, % at 12.5 µM | actives 0.15% (n = 96,000);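 active means mean replicate inhibition above about 25%, with at least 55% of replicates also reaching it, limit read from the data, passing the limit was not always enough; inconclusive means only one of those two conditions met; inactive means neither condition met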
Target sequence (Q9H3R0 2-372 limits assumed): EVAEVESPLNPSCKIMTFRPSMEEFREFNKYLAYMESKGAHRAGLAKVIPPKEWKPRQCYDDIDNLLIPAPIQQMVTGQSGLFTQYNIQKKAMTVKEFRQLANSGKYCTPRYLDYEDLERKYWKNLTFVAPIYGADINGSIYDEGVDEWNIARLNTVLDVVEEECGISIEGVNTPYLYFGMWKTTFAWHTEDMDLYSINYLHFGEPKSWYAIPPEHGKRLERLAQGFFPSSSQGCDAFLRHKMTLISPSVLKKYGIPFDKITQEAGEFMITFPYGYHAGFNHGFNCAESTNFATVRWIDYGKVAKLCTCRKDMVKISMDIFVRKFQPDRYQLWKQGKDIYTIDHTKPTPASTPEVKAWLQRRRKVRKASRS
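Material: N-terminal GST-fused human GASC-1 (KDM4C) fragment, residues 2-372. Input: 10 nM enzyme. Incubation: enzyme reaction 30 min, then detection 60 min, both room temperature. Doses: one test concentration per compound. Read-out basis: inhibition from TR-FRET ratio decrease. Detection: LANCE TR-FRET, excitation 340 nm, emissions 618 and 671 nm.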
Pf Dd2 inh = blocks growth of Plasmodium falciparum Dd2 parasites | actives 2.3% (n = 94,000) | activity change, % at 10 µM | P. falciparum Dd2 growth, SYBR Green, 72 h; hits give low values; in the data active means activity change below about -80%; inconclusive means no clear call, values can overlap the other calls
C diff growth = inhibitors of Clostridium difficile growth | growth activity, negative = inhibition, % at 16 µg/mL (by protocol) | Clostridium difficile clinical isolate growth, OD600, 24 h; hits give low values | actives 0.25% (n = 86,000) | AID 1259249;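 active means mean growth activity at or below -80% and every replicate also at or below -80%; inconclusive means mean at or below -80% but some replicate above -80%; inactive means mean growth activity above -80%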;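 further: 0% = DMSO wells and -100% = levofloxacin 16 µg/mL wells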
* = called active by the depositor; u = inconclusive; x = not tested or not shown; & = joins results of further samples.

1: C[C@@H]1CN([C@H](C)CO)C(=O)Cc2cc(NC(=O)Nc3ccc(F)cc3)ccc2O[C@H]1CN(C)S(=O)(=O)c1cccs1
2: Cc1ccc(S(=O)(=O)Nc2cccc3c2O[C@H](CN(C)Cc2ccc(C(=O)O)cc2)[C@@H](C)CN([C@@H](C)CO)C3=O)cc1
3: COc1ccc2c3c(n(C)c2c1)[C@@H](CO)N(C(=O)Nc1ccc(F)cc1)CC31CN(C(=O)c2ccc3c(c2)OCO3)C1
4: C[C@H]1CN([C@@H](C)CO)C(=O)Cc2cc(NC(=O)c3ccncc3)ccc2O[C@H]1CN(C)C(=O)Nc1cccc2ccccc12
5: COc1ccc(NC(=O)N2CCCCN3[C@H](C2)[C@H](c2ccc(-c4ccccc4F)cc2)[C@@H]3CO)cc1
6: O=C(C[C@H]1CC[C@H](NC(=O)c2ccncc2)[C@H](CO)O1)NCCc1ccncc1
7: COc1ccc(S(=O)(=O)Nc2cccc3c2O[C@@H](CN(C)S(=O)(=O)c2cccs2)[C@@H](C)CN([C@H](C)CO)C3=O)cc1
8: C[C@@H]1CN([C@H](C)CO)S(=O)(=O)c2ccc(C#CC(C)(C)O)cc2O[C@H]1CN(C)C(=O)C1CCCCC1
Compound | 1 | 2 | 3 | 4 | 5 | 6 | 7 | 8
Tcruzi prolif | 7 | 14 | x | -15 | 67 | x | 13 | 38
Pf Dd2 inh | 0 | 17 | -87* | -30 | -35 | 8 | -9 | -41
GASC1 inh | -0.3 | -0.1 | 0.8 | 2.7 | -1.8 | 0.1 | 13 | 0.0
C diff growth | -3 | 1 | -3 | -4 | 16 | -5 | -7 | -2

9: C[C@H]1CN([C@@H](C)CO)C(=O)c2cc(NC(=O)NC3CCCCC3)ccc2O[C@H]1CN(C)Cc1ccc(C(=O)Nc2ccccc2N)cc1
10: C[C@@H]1CN([C@@H](C)CO)C(=O)c2cccc(NC(=O)C3CC3)c2O[C@H]1CN(C)Cc1ccc(C(F)(F)F)cc1
11: CO[C@@H]1CN(C)C(=O)c2ccc(NC(=O)Nc3ccc(Cl)cc3)cc2OC[C@H](C)N(C)C[C@H]1C
12: COc1ccccc1-c1ccc2n(c1=O)C[C@@H]1[C@@H](CO)[C@H](C(=O)N(C)C)N[C@H]21
13: Cc1ccc(S(=O)(=O)Nc2ccc3c(c2)C(=O)N([C@@H](C)CO)C[C@@H](C)[C@@H](CN(C)C(=O)Nc2ccc4c(c2)OCO4)OCCCC[C@H](C)O3)cc1
14: COc1ccccc1-c1cn(CC[C@@H]2CC[C@@H](NC(=O)C3CCCCC3)[C@H](CO)O2)nn1
15: C[C@H]1CN([C@@H](C)CO)C(=O)c2cc(C3=CCCC3)cnc2O[C@H]1CN(C)C(=O)Nc1ccc(C(F)(F)F)cc1
16: Cc1noc(C)c1NC(=O)N(C)C[C@H]1OCCCC[C@@H](C)Oc2ccc(NC(=O)NC(C)C)cc2C(=O)N([C@@H](C)CO)C[C@H]1C
Compound | 9 | 10 | 11 | 12 | 13 | 14 | 15 | 16
Tcruzi prolif | 108 | 41 | -3 | -16 | x | -5 | 52 | x
Pf Dd2 inh | -25 | u | x | x | u | -15 | -35 | 24
GASC1 inh | -0.5 | -2.6 | 0.8 | 0.8 | -0.4 | -0.8 | 1.5 | 19
C diff growth | -7 | -5 | -1 | 3 | 1 | -2 | 17 | 4

17: CO[C@@H]1CN(C)C(=O)c2ccc(NC(=O)c3ccc(Oc4ccccc4)cc3)cc2OC[C@@H](C)NC[C@@H]1C
18: CCNC[C@@H]1[C@H](c2ccc(C3=CCCC3)cc2)[C@H](CO)N1c1nc(C)c(C)s1
19: CCCNC(=O)N1CC2(CN(Cc3nccs3)C2)c2c([nH]c3cc(OC)ccc23)[C@@H]1CO
20: C[C@@H]1CN([C@H](C)CO)C(=O)c2cc(C#Cc3cccnc3)cnc2O[C@@H]1CN(C)C(=O)CN(C)C
21: CO[C@@H]1CN(C)C(=O)c2cc(NC(=O)Nc3ccccc3F)ccc2OC[C@H](C)N(Cc2ccccc2C(=O)O)C[C@@H]1C
22: O=S(=O)(NCC[C@@H]1CC[C@H](NS(=O)(=O)c2cccc(Cl)c2)[C@@H](CO)O1)c1cccc(F)c1
23: CO[C@H]1CN(C)C(=O)c2cc(NC(C)=O)ccc2OC[C@@H](C)N(Cc2ccc(F)cc2)C[C@H]1C
24: CCCC(=O)Nc1ccc2c(c1)OC[C@H](C)N(CC1CCCC1)C[C@H](C)[C@H](OC)CN(C)C2=O
Compound | 17 | 18 | 19 | 20 | 21 | 22 | 23 | 24
Tcruzi prolif | x | 73 | x | x | x | 8 | -34 | -43
Pf Dd2 inh | 21 | -23 | -1 | -9 | 40 | 2 | 2 | -26
GASC1 inh | -1.4 | 4.8 | -0.6 | -0.7 | 2.1 | 0.3 | -2.0 | 1.5
C diff growth | -18 | -1 | 7 | 1 | x | 12 | 2 | x

Rewritten as labelled records: entries from further up
(17) CO[C@@H]1CN(C)C(=O)c2ccc(NC(=O)c3ccc(Oc4ccccc4)cc3)cc2OC[C@@H](C)NC[C@@H]1C
  Tcruzi prolif = x | Pf Dd2 inh = 21 | GASC1 inh = -1.4 | C diff growth = -18
(18) CCNC[C@@H]1[C@H](c2ccc(C3=CCCC3)cc2)[C@H](CO)N1c1nc(C)c(C)s1
  Tcruzi prolif = 73 | Pf Dd2 inh = -23 | GASC1 inh = 4.8 | C diff growth = -1

Carrying on.
25: CCC(=O)N1C[C@H](C)[C@H](OC)CN(C)C(=O)c2cc(NS(C)(=O)=O)ccc2OC[C@@H]1C
26: COc1ccc(NC(=O)N(C)C[C@@H]2Oc3ccc(NC(=O)Cc4cn(C)c5ccccc45)cc3CC(=O)N([C@H](C)CO)C[C@@H]2C)cc1
27: O=S(=O)(N[C@H]1CC[C@@H](CCn2cc(-c3ccc(F)cc3)nn2)O[C@H]1CO)c1ccccc1F
28: C[C@H]1CCCCO[C@H](CN(C)C(=O)CCC(F)(F)F)[C@@H](C)CN([C@@H](C)CO)C(=O)c2cc(NC(=O)Nc3ccc4c(c3)OCO4)ccc2O1
29: C/C=C/c1ccc([C@@H]2[C@H](CO)N(C(=O)C3CC3)[C@H]2CN(CC)C(C)=O)cc1
30: CC(C)NC(=O)N1CC(=O)N2[C@H](C1)[C@H](c1ccc(/C=C/c3ccccc3)cc1)[C@@H]2CO
31: COc1cccc(-c2ccc3c(c2)O[C@H](CN(C)Cc2cccnc2)[C@@H](C)CN([C@@H](C)CO)S3(=O)=O)c1
32: COC(=O)[C@@H]1[C@@H](CO)[C@@H]2Cn3c(ccc(-c4cccc(OC)c4)c3=O)[C@@H]2N1Cc1nccs1
Compound | 25 | 26 | 27 | 28 | 29 | 30 | 31 | 32
Tcruzi prolif | 15 | 40 | 52 | 41 | 100* | x | 119* | -14
Pf Dd2 inh | 28 | -16 | -30 | -1 | 2 | -15 | -58 | x
GASC1 inh | -0.7 | -0.4 | -0.2 | -1.6 | 2.2 | 0.9 | 1.1 | 1.1
C diff growth | -4 | -4 | -2 | -7 | 27 | -2 | -1 | 0

33: O=C(N[C@H]1CC[C@@H](CC(=O)N2CCc3ccccc3C2)O[C@@H]1CO)C1CCC1
34: C[C@H](CO)N1C[C@H](C)[C@@H](CN(C)C(=O)CN(C)C)Oc2ncc(C#Cc3ccccc3)cc2C1=O
35: O=C(C[C@@H]1CC[C@@H](NC(=O)CN2CCOCC2)[C@H](CO)O1)NC1CCC1
36: CCCC#Cc1ccc([C@H]2[C@@H](CO)N(C(C)=O)[C@H]2CNC(=O)C2CCCC2)cc1
37: CCNC(=O)[C@@H]1[C@@H](CO)[C@@H]2Cn3c(ccc(-c4ccccc4)c3=O)[C@@H]2N1Cc1cccnc1
38: CO[C@H]1CC[C@H]2CCOc3ccc(C#N)cc3C(=O)N(C)C[C@H](C)C(=O)N(C)C[C@@H]1O2
39: C[C@@H]1CCCCO[C@@H](CN(C)C)[C@@H](C)CN([C@H](C)CO)C(=O)c2cc(N(C)C)ccc2O1
40: COc1ccc(S(=O)(=O)N[C@@H]2C=C[C@H](CC(=O)NCc3ccccc3F)O[C@H]2CO)cc1
Compound | 33 | 34 | 35 | 36 | 37 | 38 | 39 | 40
Tcruzi prolif | 5 | -12 | x | x | 29 | 17 | -28 | -70
Pf Dd2 inh | 24 | -43 | 24 | -7 | -5 | x | 13 | -12
GASC1 inh | 2.1 | 0.7 | 2.8 | -1.5 | 5.5 | -0.6 | 0.8 | -0.4
C diff growth | 0 | 3 | -2 | -4 | 1 | -2 | 3 | 2

41: CCC(=O)N1C[C@H](C)[C@H](OC)CN(C)C(=O)c2cc(NC(=O)COC)ccc2OC[C@H]1C
42: Cc1ccc(S(=O)(=O)N2C[C@H](O)COC[C@H]3O[C@@H](CC(=O)N4CCc5ccccc5C4)CC[C@@H]32)cc1
43: C[C@@H]1CN([C@@H](C)CO)S(=O)(=O)c2ccc(C#CC3CC3)cc2O[C@@H]1CN(C)Cc1cccnc1
44: C[C@@H]1CN([C@H](C)CO)C(=O)c2cc(-c3ccccc3F)cnc2O[C@H]1CN(C)C(=O)C1CCOCC1
45: CCCNC(=O)Nc1ccc2c(c1)OC[C@@H](C)N(C(=O)C1CCC1)C[C@@H](C)[C@H](OC)CN(C)C2=O
46: CCCNC(=O)N(C)C[C@H]1Oc2ncc(C3=CCCCC3)cc2C(=O)N([C@H](C)CO)C[C@@H]1C
47: C[C@@H]1CN([C@H](C)CO)C(=O)c2cc(NS(=O)(=O)c3cn(C)cn3)ccc2O[C@H]1CN(C)Cc1ccc(C(F)(F)F)cc1
48: Cc1ccc(S(=O)(=O)N[C@@H]2CC[C@@H](CC(=O)O)O[C@H]2CO)cc1
Compound | 41 | 42 | 43 | 44 | 45 | 46 | 47 | 48
Tcruzi prolif | x | 46 | x | x | 1 | 47 | 34 | 10
Pf Dd2 inh | 49 | x | -21 | 14 | x | 15 | -2 | 4
GASC1 inh | 1.3 | -0.9 | 2.6 | -1.0 | 2.4 | 1.1 | -1.8 | 0.5
C diff growth | x | 3&3 | 5 | -2 | x | 13 | -3 | x

49: COc1cccc(S(=O)(=O)Nc2ccc3c(c2)OC[C@@H](C)N(C(=O)Cc2cccnc2)C[C@@H](C)[C@@H](OC)CN(C)C3=O)c1
50: COc1ccccc1NC(=O)N[C@@H]1CC[C@@H](CCNC(=O)c2ccc3c(c2)OCO3)O[C@H]1CO
51: CC(C)C#Cc1ccc([C@@H]2[C@H]3CN(C(=O)c4ccccn4)CC(=O)N3[C@H]2CO)cc1
52: O=C([C@@H]1[C@@H](CO)[C@@H]2Cn3c(cccc3=O)[C@@H]2N1C(=O)CC1CC1)N1CCCCC1
53: C/C=C/c1ccc([C@H]2[C@@H](CO)N(C(C)=O)[C@@H]2CNC(=O)CC2CC2)cc1
54: C[C@@H]1CCCCO[C@H](CN(C)Cc2ccc3c(c2)OCO3)[C@H](C)CN([C@H](C)CO)C(=O)c2cc(NS(C)(=O)=O)ccc2O1
55: C[C@H]1CN([C@@H](C)CO)C(=O)CCCn2nncc2CO[C@@H]1CN(C)C(=O)CCCN(C)C
56: C[C@@H]1CN([C@@H](C)CO)C(=O)c2cc(C3=CCCC3)cnc2O[C@H]1CN(C)C(=O)Nc1ccc(C(F)(F)F)cc1
Compound | 49 | 50 | 51 | 52 | 53 | 54 | 55 | 56
Tcruzi prolif | -2 | -51 | x | 51 | 23 | 5 | 18 | 99*
Pf Dd2 inh | 30 | -12 | 5 | 3 | 20 | x | 4 | -15
GASC1 inh | -1.2 | 0.2 | -0.5 | 0.6 | 1.9 | 0.0 | 2.0 | 2.5
C diff growth | 4 | x | 0 | -3 | -3 | 1 | x | -9

Reprinted at random: 3 records from the list.
56: C[C@@H]1CN([C@@H](C)CO)C(=O)c2cc(C3=CCCC3)cnc2O[C@H]1CN(C)C(=O)Nc1ccc(C(F)(F)F)cc1
49: COc1cccc(S(=O)(=O)Nc2ccc3c(c2)OC[C@@H](C)N(C(=O)Cc2cccnc2)C[C@@H](C)[C@@H](OC)CN(C)C3=O)c1
52: O=C([C@@H]1[C@@H](CO)[C@@H]2Cn3c(cccc3=O)[C@@H]2N1C(=O)CC1CC1)N1CCCCC1
Compound | 56 | 49 | 52
Tcruzi prolif | 99* | -2 | 51
Pf Dd2 inh | -15 | 30 | 3
GASC1 inh | 2.5 | -1.2 | 0.6
C diff growth | -9 | 4 | -3

(listing goes on)
57: O=C(NC[C@H]1N[C@H](CO)[C@@H]1c1ccc(C2=CCCC2)cc1)C1CCCC1
58: COc1ccc(-c2cnc3c(c2)C(=O)N([C@H](C)CO)C[C@@H](C)[C@H](CN(C)Cc2ccccc2)O3)cc1
59: CO[C@H]1CN(C)C(=O)c2ccc(NS(=O)(=O)c3cn(C)cn3)cc2OC[C@H](C)N(Cc2cccc(F)c2)C[C@H]1C
60: CC(C)C#Cc1ccc2c(c1)O[C@@H](CN(C)C)[C@@H](C)CN([C@@H](C)CO)S2(=O)=O
61: COc1cccc(-c2ccc([C@@H]3[C@@H](CO)N(C(=O)Cc4ccccc4)[C@H]3C#N)cc2)c1
Compound | 57 | 58 | 59 | 60 | 61
Tcruzi prolif | x | 76&19 | -3 | x | 85
Pf Dd2 inh | -11 | -5&-44 | -5 | -14 | -42
GASC1 inh | 4.6 | 1.6 | 0.8 | 2.2 | 2.0
C diff growth | 6 | -1&-1 | 0 | 3 | 9
